FUS suppressor: qHTS for Suppressors of FUS Proteinopathy: Primary screen using FUS-linked yeast assay. S. cerevisiae FUS-expressing, growth rescue, OD600, 24 h. Potency, µM (doses to about 76.6 µM), inactives show top-dose growth rescue (activation), most hits filed as activators. 390,000 compounds, 0.24% hits. AID 1347120, 2019;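 also: potency is read from the fitted curve at half-maximal effect; plate controls were DMSO vehicle for no effect and reference control for full effect; nearly all actives have a fitted effect of over 55% in size; some results filed as inactive show a strong effect at the top dose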
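Quantitative HTS measuring growth restoration of FUS-toxic yeast. Galactose-induced cells (OD 0.005) were exposed 24hr at 30C to compounds at several concentrations, then absorbance at 600 nm was recorded.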
Abeta yeast res: qHTS for compounds that reverse cellular toxicity of Amyloid beta (A-beta) peptide in yeast: Primary Screen | yeast expressing A-beta42, growth rescue, OD600, 48 h; response scale: 0% DMSO, 100% iron-clioquinol control | 410,000 compounds, 0.063% hits | AID 1347071, 2019 | Potency, µM (doses to about 46.1 µM), inactives show at the top dose growth rescue, most hits filed as activators; also: potency is read from the fitted curve at half-maximal effect; nearly all actives have a fitted effect of over 55% in size
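Growth rescue measured by 600 nm absorbance after 48 h yeast culture at 30 C with compound. Values normalized between DMSO and an equimolar ferric chloride plus clioquinol control.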
EPAC2 ag: qHTS for Agonist of cAMP-regulated guanine nucleotide exchange factor 4 (EPAC2): primary screen; Rap guanine nucleotide exchange factor 4 (Homo sapiens), Q8WZA2; EPAC2 activation, biochemical qHTS; response scale: 100% = 6.5 mM cAMP response; Potency, µM (highest dose often 154 µM), inactives show at the top dose activation, most hits filed as activators; 360,000 compounds, 0.079% hits; AID 720711, 2013; also: potency is read from the fitted curve at half-maximal effect; nearly all actives have a fitted effect of over 50% in size
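qHTS, titration series. 100 nM EPAC2 / 250 nM Rap1B-BODIPY-GDP / 50 uM GDP; RT; ex 480/em 540 nm, 5-min reads to 30 min. Norm. to 6.5 mM cAMP = activation.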
aSyn yeast inh: qHTS of alpha-syn Inhibitors; Potency, µM (series often up to 46.1 µM), without a hit: at the top dose growth rescue (activation), hits mostly activators; Yeast expressing alpha-synuclein, growth rescue, BacTiter-Glo, 24 h; 370,000 compounds, 0.14% hits; also: potency is read from the fitted curve at half-maximal effect; % of control where 0% means no effect; nearly all actives have a fitted effect of over 65% in size
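Rescue of yeast growth: cells expressing toxic alpha-synuclein, induced in galactose at OD600 0.02, incubated with compound 24 h at 30 C. ATP luminescence quantified growth; inhibitors of toxicity appear as activators.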
EPAC2 antag: qHTS for Antagonist of cAMP-regulated guanine nucleotide exchange factor 2 (EPAC2): primary screen; EPAC2 GEF exchange of Rap1B-BODIPY-GDP, fluorescence; Rap guanine nucleotide exchange factor 4 (Homo sapiens), Q8WZA2; Potency, µM (series often up to 114 µM), for inactives: at the highest dose activity, negative = inhibition, hits mostly inhibitors; 360,000 compounds, 0.18% hits; AID 720708, 2013; also: potency is read from the fitted curve at half-maximal effect; % is scaled to controls: 0 for no effect and ±100 for the full control effect; nearly all actives have a fitted effect of over 45% in size; many of its hits are not listed in these tables
D3 ag: qHTS of D3 Dopamine Receptor Agonist: qHTS; 410,000 compounds, 0.58% hits; D(3) dopamine receptor (Homo sapiens), P35462; D3R DiscoveRx beta-arrestin cells, luminescence, 90 min; max activation, %; in the data active = max activation above about 30%; also: 0% is about no effect; mostly tested at two doses, the higher about 12 µM
Target sequence (P35462 whole entry, looked up): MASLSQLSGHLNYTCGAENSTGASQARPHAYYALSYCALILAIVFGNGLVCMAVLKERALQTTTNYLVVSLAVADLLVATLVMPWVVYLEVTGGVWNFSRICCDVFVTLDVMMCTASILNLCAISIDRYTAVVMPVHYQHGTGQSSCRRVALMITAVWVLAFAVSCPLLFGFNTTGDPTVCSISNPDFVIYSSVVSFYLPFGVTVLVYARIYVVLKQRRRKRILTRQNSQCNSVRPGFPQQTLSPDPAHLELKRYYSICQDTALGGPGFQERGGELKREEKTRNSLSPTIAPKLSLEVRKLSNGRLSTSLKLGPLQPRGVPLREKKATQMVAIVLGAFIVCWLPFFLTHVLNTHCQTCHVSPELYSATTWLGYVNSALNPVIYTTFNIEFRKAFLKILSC
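Agonist mode: compounds and dopamine controls were applied to plated cells for 90 min at 37 degrees C after an overnight attachment at 1500 cells/well. Luminescent read-out followed 30 - 60 minutes at room temperature with DiscoveRx detection reagent.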
D3 antag: qHTS of D3 Dopamine Receptor Antagonist: qHTS; D(3) dopamine receptor (Homo sapiens), P35462; D3R cells, DiscoveRx beta-arrestin luminescence, antagonist mode; hits give low values; max response, negative = inhibition, %; 360,000 compounds, 2.5% hits; in the data active = max response below about -50%; inconclusive = no clear call, values can overlap the other calls; also: % is scaled to controls: 0 for no effect and ±100 for the full control effect; mostly tested at two doses, the higher about 12 µM
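Cells plated overnight at 1500 cells/well, then exposed to library compounds with dopamine controls for 90 minutes at 37 degrees C. DiscoveRx reagent added for 30–60 minutes at room temperature; luminescence read, quantitative HTS format.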
TDP-43 yeast inh: qHTS of TDP-43 Inhibitors. TDP-43 expressing yeast growth rescue, BacTiter-Glo, 24 h. Potency, µM (highest dose often 46.1 µM), for inactives: top-dose growth rescue (activation), hits mostly activators. 410,000 compounds, 1.8% hits; also: potency is read from the fitted curve at half-maximal effect; % of control where 0% means no effect; nearly all actives have a fitted effect of over 50% in size
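Luminescence from BacTiter-Glo reports growth of TDP-43-expressing yeast after 24 hr at 30 deg C with compound. Cells were raffinose-pregrown to mid-log, then seeded in galactose medium at OD600=0.02.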
Active calls of the source: *; ? = inconclusive; . = not tested or not shown; [ ] = remark or other dose. Unless noted, calls follow the shape of the dose curve; as a rule, active = well fitted curve in the direction sought with a large enough effect; inconclusive = small, poorly fitted or top-dose-only effect, or another doubt; inactive = no such curve, though single readings can be large; an effect the other way counts as inactive or inconclusive. These rows are one share of the data; rates above refer to the full screens.

Second line of a record – aSyn yeast inh, EPAC2 antag, Abeta yeast res, D3 antag, D3 ag, FUS suppressor, TDP-43 yeast inh, EPAC2 ag
O=C(Nc1ccc(F)cc1)C(c1ccccc1)N1CCN(c2ccncc2)CC1 (stereo not given)
  8%, -2%, -10%, -8, -1, -9%, 4%, 5%
CCN(Cc1ccccc1)C(=O)c1cccs1
  -1%, 0%, 1%, 1, 0, -16%, 20%, 4%
CCCOc1ccc(F)cc1-c1cc(C(=O)NCc2cccc(Cl)c2)[nH]n1
  13%, 11%, -17%, -6, -8, -1%, 0%, 11%
COc1cc(C2C(C#N)=C(N)Oc3cc(C)n(CCN4CCOCC4)c(=O)c32)cc(OC)c1OC (stereo not given)
  -8%, 10%, -1%, 8, 2, -15%, 2%, 3%
CC(=O)c1c(C)[nH]c(C(=O)CN2C(=O)NC3(CCCCC3C)C2=O)c1C (stereo not given)
  -15%, 1%, -5%, 12, 4, 21%, -4%, 9%
O=C(Nc1ccccc1C(=O)NCCCN1CCOCC1)c1ccc(Cl)cc1
  -4%, 1%, 0%, -54*, -18, ., -5%, 11%
Cc1ccc(-c2nc(Nc3cccc(O)c3)c3ccccc3n2)cc1
  -13%, 0%, -24%, 1, -3, 14%, 18%, 16%
COc1ccc(CN2C[C@@H](CO)O[C@@H](n3cnc4c(N5CCN(C)CC5)ncnc43)C2)cc1
  -6%, 1%, -6%, 15, -1, -17%, 9%, 1%
O=C(O)c1ccc(-n2c(-c3cc(C4CC4)[nH]n3)n[nH]c2=S)cc1
  0%, 2%, -1%, ?, -21, 0%, -5%, -2%
COc1ccccc1CNC(=O)C1CCC(CNc2c(N3CCOCC3)c(=O)c2=O)CC1 (stereo not given)
  -1%, 15%, -9%, ?, -10, -16%, 1%, -6%
CC(C)CCNC(=O)c1ccc2c(SCC(=O)O)c3c(nc2c1)CCCC3
  1%, 2%, -7%, -3, -15, 25%, -36%[inhibitor], -8%
COc1cc2c(cc1OC)C(NC(=O)C(F)(F)F)C/C2=N\O (stereo not given)
  -3%, 14%, 6%, -6, 4, -18%, -2%, -1%
COc1ccc(N2CCN(C(=O)Cn3nnc(-c4ccccc4N)n3)CC2)cc1
  -3%, 5%, 0%, 11, -12, 7%, -27%[0.397 µM], 5%
COc1ccc(-c2nnnn2C(C)C)cc1
  -6%, 0%, 3%, 18, 4, 6%, 22%, 7%
CC(=O)Nc1ccc(NC(=O)C(C)OC(=O)c2ccccc2Sc2ccccc2C#N)cc1 (stereo not given)
  ?, 10%, -2%, 12, 1, 34%, -16%, -3%

Of the compounds above, these contain an aryl thioether with sulfur outside any ring.
Second line of a record – aSyn yeast inh, EPAC2 antag, Abeta yeast res, D3 antag, D3 ag, FUS suppressor, TDP-43 yeast inh, EPAC2 ag
CC(C)CCNC(=O)c1ccc2c(SCC(=O)O)c3c(nc2c1)CCCC3
  1%, 2%, -7%, -3, -15, 25%, -36%[inhibitor], -8%
CC(=O)Nc1ccc(NC(=O)C(C)OC(=O)c2ccccc2Sc2ccccc2C#N)cc1 (stereo not given)
  ?, 10%, -2%, 12, 1, 34%, -16%, -3%

The main list resumes, starting 6 compounds before the break.
Second line of a record – aSyn yeast inh, EPAC2 antag, Abeta yeast res, D3 antag, D3 ag, FUS suppressor, TDP-43 yeast inh, EPAC2 ag
COc1ccccc1CNC(=O)C1CCC(CNc2c(N3CCOCC3)c(=O)c2=O)CC1 (stereo not given)
  -1%, 15%, -9%, ?, -10, -16%, 1%, -6%
CC(C)CCNC(=O)c1ccc2c(SCC(=O)O)c3c(nc2c1)CCCC3
  1%, 2%, -7%, -3, -15, 25%, -36%[inhibitor], -8%
COc1cc2c(cc1OC)C(NC(=O)C(F)(F)F)C/C2=N\O (stereo not given)
  -3%, 14%, 6%, -6, 4, -18%, -2%, -1%
COc1ccc(N2CCN(C(=O)Cn3nnc(-c4ccccc4N)n3)CC2)cc1
  -3%, 5%, 0%, 11, -12, 7%, -27%[0.397 µM], 5%
COc1ccc(-c2nnnn2C(C)C)cc1
  -6%, 0%, 3%, 18, 4, 6%, 22%, 7%
CC(=O)Nc1ccc(NC(=O)C(C)OC(=O)c2ccccc2Sc2ccccc2C#N)cc1 (stereo not given)
  ?, 10%, -2%, 12, 1, 34%, -16%, -3%
O=C(CC(c1ccccc1)c1ccccc1)Nc1ccncc1
  0%, -27%, -1%, 3, 1, 21%, -7%, 6%
Cc1ccc(N(Cc2cc3ccccc3[nH]c2=O)C(=O)c2ccco2)c(C)c1
  ?, 3%, 2%, -14, -8, 20%, -16%, 11%
O=C(Nc1nnc(C2CCCO2)s1)c1ccc(Br)cc1 (stereo not given)
  -5%, -4%, -10%, -9, -10, 14%, -15%, -2%
Cc1ccccc1NC(=O)CCN1C(=O)c2ccccc2Sc2ncccc21
  ., ., -39%, ., -23, -13%, -22%, .
O=C(CCCCN1CCCCC1)c1ccccc1
  7%, -3%, 3%, -27, -19, -1%, -7%, 5%
Nc1nnc(SCC(=O)Nc2nccs2)s1
  -11%, 6%, -23%, -3, -3, 7%, -22%, 13%
CC(=O)Nc1ccc2c(c1)C(=O)N(c1cccc3ccccc13)C2=O
  -11%, 0%, -3%, 0, -5, 8%, 10%, -2%
S=C(NCc1ccc(Cl)cc1)Nc1ccccc1Cl
  -2%, 7%, 23%, 1, 3, -12%, ?, -11%
CCN(CC)C(=O)c1[nH]cnc1C(=O)NCCCCCNC(=O)OC(C)(C)C
  -1%, -8%, 1%, -8, 16, 2%, 26%, 0%
COC(=O)c1ccc(Cn2c(SCc3ccc(F)cc3)nc3ccncc32)cc1
  ., ., -6%, ., 0, -2%, 0%, .
CCc1ccc2oc(C(=O)Nc3ccccc3C(=O)OC)cc(=O)c2c1
  ., ., 3%, ., 3, 13%, 27%, .
CC1(C(=O)NCc2ccccc2)CCC(=O)N1CCCn1ccnc1 (stereo not given)
  ?, -4%, -1%, 3, -1, -25%, 12%, 3%
Cc1ccc(CN(C(=O)C(F)(F)F)C(C(=O)NC2CCCCC2)c2ccco2)cc1 (stereo not given)
  -14%, -7%, -6%, -21, -2, 12%, ?, -4%
Cn1c(NC(=O)/C=C/c2ccco2)cc(=O)n(C)c1=O
  -12%, 1%, -10%, 9, 0, -8%, -25%, -4%
CNc1cccc(-c2c(OC)cccc2OC)n1
  5%, -10%, 11%, 18, 11, -8%, 23%, 6%
COc1ccc(-c2coc3c2c(C)cc2oc(=O)c(CC(=O)O)c(C)c23)cc1
  ., ., 7%, ., -3, -6%, 2%, .
COCCN(C(=O)COC(=O)CCc1c[nH]c2ccccc12)c1c(N)n(Cc2ccccc2)c(=O)[nH]c1=O
  -1%, 0%, 6%, 3, 5, 14%, 7%, -6%
COc1ccc(NC(=O)C2CCN(c3ccc(Sc4ccc(C)cc4)nn3)CC2)c(OC)c1
  ., ., -2%, ., 3, -27%, 15%, .
COc1ccc(NC(=O)N2CCOc3ccc(Cl)cc32)cc1
  ., ., -41%[inhibitor], ., -7, 20%, 26%, .
Cc1ccc(OCCC(=O)OC(C)C(=O)NC2CC2)cc1 (stereo not given)
  -1%, 6%, -2%, 1, 5, 5%, 0%, 13%
CCOC(=O)C1=C(C)N=c2s/c(=C/c3ccc(OCC(=O)O)cc3)c(=O)n2C1c1ccc(F)cc1 (stereo not given)
  -8%, 45%[activator], -1%, 1, 0, ?, 10%, -20%
N#Cc1ccc(Cn2c(-c3ccc(F)cc3)noc2=O)cc1
  1%, -7%, -12%, ?, 2, -2%, ., 2%
CC(=O)c1cccc(NC(=O)c2ccc(OCc3c(C)noc3C)cc2)c1
  2%, 14%, -16%, -5, -8, -27%, 5%, -1%
COc1ccccc1CN1CC(C(=O)NCCn2nc(C)cc2C)CCC1=O (stereo not given)
  1%, 0%, 5%, -9, 2, ., 18%, -1%
CCOCC(=O)NCc1ccc2c(c1)cc(C)n2C
  0%, -7%, -10%, 1, 3, 14%, -6%, -5%
CCc1nn(C(C)C(=O)NCCN2CCCCCC2)c(=O)c2cc3occc3n12 (stereo not given)
  -1%, 7%, -6%, -14, -18, -1%, 3%, -3%
CC(=O)Nc1ccc(Oc2ccc3c(c2)C(=O)NC3=O)cc1
  0%, 1%, 15%, 12, 7, 4%, 7%, 13%
CCNC(=S)N1CCCC(C(N)=O)C1 (stereo not given)
  0%, 0%, 24%, 2, 4, 20%, 7%, 10%
CN(Cc1ccccc1)c1nc(-c2ccc(F)cc2)cc(C(F)(F)F)n1
  4%, ., -2%, ., -13, -9%, 9%, .
O=C(NCc1cc(C(F)(F)F)cc(C(F)(F)F)c1)C1CC(c2ccc(C(F)(F)F)cc2)=NO1 (stereo not given)
  -9%, -21%, 2%, 10, -3, 24%, 3%, 4%
CCN(C(=O)C(NS(=O)(=O)c1cccc2nsnc12)c1ccccc1)c1ccccc1 (stereo not given)
  ., ., -23%, ., -6, 33%, 5%, .
Nc1c(NC=O)c(=O)n(Cc2ccccc2)c(=O)n1Cc1ccccc1
  1%, 3%, -9%, 23, -4, 0%, -24%, 4%
Cc1nc(SCC(=O)N2CCN(c3ccccc3)CC2)n[nH]1
  -5%, -4%, 2%, 4, -1, -2%, 0%, 3%
O=c1c(C/C=C/c2ccccc2)c(O)ccn1CCc1c[nH]c2ccccc12
  1%, -12%, -3%, 1, 6, 17%, -7%, 4%
CC(=O)Nc1cc2c(ccc3ccccc32)oc1=O
  -5%, 3%, -10%, 10, 0, -4%, 23%[9.22 µM], 9%
